# LDHA block: blocks human lactate dehydrogenase A; P00338; 480,000 tested, 0.15% active; activity change, % (values are at about 110 or 230 µM); purified LDHA, NADH/diaphorase-resazurin fluorescence; active compounds read low; in the data active = activity change below about -30%; inconclusive = mostly about -25% to -30%;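 note: plate controls were DMSO wells for no effect and wells without enzyme for full effect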
#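 Human LDH5 at 2 nM final in Tris HCl pH 7.4 with 0.06 mM NADH and 0.2 mM pyruvate, reacted 5 minutes at room temperature. Remaining NADH coupled via diaphorase/resazurin; resorufin fluorescence read at 0 and 20 minutes, normalized to enzyme-free and DMSO wells.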
# Pol beta inh: inhibitors of human DNA polymerase beta. P06746. Pol beta primer extension/strand displacement, fluorescence kinetic. Potency, µM (highest dose often 114 µM), for inactives: at the highest dose activity change, negative = inhibition, hits mostly inhibitors. 340,000 tested, 1.3% active. AID 485314; note: potency is the fitted concentration of half-maximal effect; % is set by controls: 0 for no effect and ±100 for the full control effect
#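 Values derive from four-parameter Hill fits of normalized kinetic data: reads at 0 and 10 min following addition of 50 nM substrate to 10 nM Pol beta preincubated 15 min with compound.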
# APE1 inh: APE1 (human) endonuclease inhibition. recombinant APE1, TAMRA/BHQ-2 abasic DNA cleavage fluorescence. P27695. 350,000 tested, 0.35% active. Potency, µM (highest dose often 65.8 µM), for the others: at the highest dose activity change, negative = inhibition, usual class: inhibitors;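 note: potency is the fitted concentration of half-maximal effect; plate controls were vehicle for no effect and reference inhibitor for full effect; nearly all actives have a fitted effect of over 55% in size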
#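 Substrate: short duplex with […] THF abasic site, 5'-TAMRA and 3'-BHQ-2, 50 nM final. APE1 at 0.75 nM, preincubated 15 min RT with compound. Fluorescence increase from first to third read measured activity.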
# RGS4 inhibitor: human RGS4 inhibition | AID 504845 | Transcreener GDP fluorescence polarization, RGS4-accelerated GTP hydrolysis | 390,000 tested, 0.039% active | Potency, µM (series often up to 114 µM), without a hit: at the highest dose activity change, negative = inhibition, most hits filed as inhibitors; note: potency is the fitted concentration of half-maximal effect; % is set by controls: 0 for no effect and ±100 for the full control effect; nearly all actives have a fitted effect of over 75% in size; some results filed as inactive show a strong effect at the top dose
# Target sequence (P49798 whole entry, looked up): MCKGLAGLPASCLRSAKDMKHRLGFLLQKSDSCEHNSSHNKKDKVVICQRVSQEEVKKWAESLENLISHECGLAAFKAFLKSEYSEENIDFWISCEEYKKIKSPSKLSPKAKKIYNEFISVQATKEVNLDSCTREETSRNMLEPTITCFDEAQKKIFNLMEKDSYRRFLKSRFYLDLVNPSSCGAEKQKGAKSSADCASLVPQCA
#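 MLSMR compounds (23 nl, pin-transferred) preincubated 10 min at room temperature with a 500nM (2x) first reagent, then RGS4 at 900nM (2x) plus Transcreener GDP mix added; fluorescence polarization (620/688 nm) read before and after 90 min at 30 °C.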
# ERG-DNA inh: blocks human ERG Ets domain binding to DNA. 370,000 tested, 0.028% active. AID 624246. P11308. fluorescence polarization, His-ERG Ets domain / labelled DNA. Potency, µM (top dose mostly 76.9 µM), for the others: at the highest dose FP activity, negative = inhibition, usual class: inhibitors; active = well fitted inhibition curve with a large enough effect in the polarisation, with a control signal flat; inconclusive = small, poorly fitted or top-dose-only effect, or effect the other way, or a change in a side signal; inactive = no such curve, though single readings can be large or run the other way; the % refers to the polarisation;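 note: polarization taken with two DNA probes labelled with fluorescein and Texas red; potency is the fitted concentration of half-maximal effect; % of control where 0% means no effect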
#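 His-tagged ERG Ets domain (1 uM in the protein solution; 300mM KCl, 50mM Tris-HCl, 1mM EDTA, 1mM DTT, pH 7.5) received compound, then a probe mix of 5 nM fluorescein-DNA and 100nM Texas-615-DNA. Fluorescence polarization was read for both dyes.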
# POLH inh: DNA polymerase eta (human) inhibition | Q9Y253 | 390,000 tested, 1.2% active | Potency, µM (highest dose often 114 µM), inactives show at the highest dose activity change, negative = inhibition, hits mostly inhibitors | recombinant Pol eta, fluorescent DNA replication assay; note: potency is the fitted concentration of half-maximal effect; % is set by controls: 0 for no effect and ±100 for the full control effect
# Target sequence (Q9Y253 whole entry, looked up): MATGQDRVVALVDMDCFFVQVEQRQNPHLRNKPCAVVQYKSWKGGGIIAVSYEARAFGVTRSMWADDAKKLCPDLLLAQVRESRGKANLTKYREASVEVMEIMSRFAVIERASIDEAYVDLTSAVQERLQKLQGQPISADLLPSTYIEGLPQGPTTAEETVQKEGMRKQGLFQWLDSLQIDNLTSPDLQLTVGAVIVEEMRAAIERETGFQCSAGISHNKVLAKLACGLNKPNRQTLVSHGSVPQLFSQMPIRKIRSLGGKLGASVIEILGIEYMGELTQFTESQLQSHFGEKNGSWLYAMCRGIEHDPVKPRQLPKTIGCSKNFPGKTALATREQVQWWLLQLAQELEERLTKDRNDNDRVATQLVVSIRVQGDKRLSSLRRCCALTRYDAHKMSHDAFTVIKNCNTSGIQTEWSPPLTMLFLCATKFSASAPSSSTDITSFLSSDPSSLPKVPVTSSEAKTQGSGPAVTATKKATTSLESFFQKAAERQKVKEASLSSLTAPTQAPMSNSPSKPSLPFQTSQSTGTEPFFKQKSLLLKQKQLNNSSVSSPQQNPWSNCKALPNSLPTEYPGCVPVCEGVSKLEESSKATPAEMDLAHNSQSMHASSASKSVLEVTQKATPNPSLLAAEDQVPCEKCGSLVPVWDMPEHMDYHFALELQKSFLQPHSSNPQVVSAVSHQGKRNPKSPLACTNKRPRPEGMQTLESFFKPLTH
#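 Pol eta (10 nM) was preincubated with compounds for 15 min at room temperature, after which fluorescent replication substrate (50 nM final) was added to start the reaction. Fluorescence was read kinetically at 0 and 10 min.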
# Anesthetic bind: candidate novel general anesthetic via apoferritin binding. P02791. apoferritin/1-aminoanthracene competitive binding, fluorescence. Potency, µM (series often up to 77.5 µM), for the others: at the highest dose activity change, negative = displacement, usual class: inhibitors. 350,000 tested, 0.074% active; note: potency is the fitted concentration of half-maximal effect; % is set by controls: 0 for no effect and ±100 for the full control effect; nearly all actives have a fitted effect of over 20% in size
# Target sequence (P02791 2-175 limits assumed): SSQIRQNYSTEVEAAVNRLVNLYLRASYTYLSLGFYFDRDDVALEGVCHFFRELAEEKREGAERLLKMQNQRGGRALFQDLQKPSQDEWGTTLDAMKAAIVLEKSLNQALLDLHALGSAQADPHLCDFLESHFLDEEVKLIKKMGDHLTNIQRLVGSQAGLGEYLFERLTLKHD
#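 Horse-spleen apoferritin (10 uM) in 50% saturated 1-aminoanthracene in PBS was incubated 10 min at room temperature with compound. Fluorescence (ex 380, em 535 nm) was normalized to free and bound 1-AMA, with concentration-response fitted by a four-parameter Hill equation.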
# 12-LOX inh: blocks human arachidonate 12S-lipoxygenase; P18054; purified 12hLO, xylenol orange hydroperoxide absorbance; Potency, µM (highest dose often 108 µM), for the others: at the highest dose activity change, negative = inhibition, actives largely listed as inhibitors; 580,000 tested, 1.1% active; AID 1671190; note: potency is the fitted concentration of half-maximal effect; % is set by controls: 0 for no effect and ±100 for the full control effect
#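 Hydroperoxide product was detected by ferrous iron/xylenol orange as the 573 to 405 nm absorbance ratio. Arachidonic acid at 40 uM (final) was turned over for 30 min at room temperature by 150 nM human 12hLO, pH 7.0 Hepes buffer, after 15 min compound preincubation.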
# POLK inh: inhibitors of human DNA polymerase kappa; Q9UBT6; purified Pol kappa, fluorescent DNA synthesis assay, 10 min; Potency, µM (top dose mostly 107 µM), without a hit: at the highest dose activity, negative = inhibition, usual class: inhibitors; 400,000 tested, 0.53% active; AID 588579; note: potency is the fitted concentration of half-maximal effect; % is set by controls: 0 for no effect and ±100 for the full control effect
#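 Enzyme at 10 nM met test compounds for 15 min at room temperature. Substrate addition (50 nM final) began the reaction, which was monitored by fluorescence at 0 and 10 min.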
# * = called active by the depositor; u = inconclusive; x = not tested or not shown; [ ] = remark or other dose. Unless noted, calls come from the whole dose curve; as a rule, active = well fitted curve in the direction sought with a large enough effect; inconclusive = small, poorly fitted or top-dose-only effect, or another doubt; inactive = no such curve, though single readings can be large; an effect the other way counts as inactive or inconclusive.
SMILES,LDHA block,Pol beta inh,APE1 inh,RGS4 inhibitor,ERG-DNA inh,POLH inh,Anesthetic bind,12-LOX inh,POLK inh
Cc1cc(=O)oc(C)c1C(=O)NCCN(C)Cc1ccccc1,-4.8,1.7%,-1.8%,-13.4%,-0.3%,-9.7%,-4.2%,0.1%,-14.5%
Cc1ccc(-n2c(SCC(=O)N/N=C/c3ccccc3C(=O)O)nnc2-c2ccc(Cl)cc2)cc1,2.4,3.1%,1.6%,0.7%,-13.7%,-20.0%,2.2%,6.9%,-13.8%
CCOc1ccc2nc(SCC(=O)Nc3cccc(S(=O)(=O)NC4=NCCCCC4)c3)[nH]c2c1,2.5,-21.3%,-3.1%,-16.7%,7.6%,-12.4%,-19.3%,-0.7%,-4.2%
O=C(NC(=S)N1CCCC1)c1ccccc1F,-8.3,x,6.2%,-38.7%,-23.7%,-9.8%,x,u,-4.3%
CSc1cccc(NC(=O)C2C3C=CC4(O3)C2C(=O)N(CCN2CCOCC2)C4C(=O)NC2CCCCC2)c1 (centres undefined),2.6,u,8.3%,-13.8%,-2.0%,-7.9%,3.7%,-12.5%,-3.4%
N#Cc1cc2c(=O)n3ccccc3nc2n(Cc2cccnc2)c1=O,0.2,x,x,-8.0%,7.5%,-18.4%,x,-28.9%,-1.7%
CCOc1ccc(CC(=O)NCCc2cnc[nH]2)cc1,-13.5,3.1%,24.1%,2.5%,-12.1%,-8.5%,0.3%,-13.0%,-12.5%
CN(CCCC(=O)O)S(=O)(=O)c1ccc2c(c1)C(=O)c1cc(S(=O)(=O)N(C)CCCC(=O)O)ccc1-2,-0.8,0.8%,17.5%,6.9%,6.2%,4.5%,-1.0%,-1.9%,-14.5%
Cc1ccc(C)c(-c2nc(Cn3c(=O)cc(-c4ccccc4)c4c(C)nn(C)c43)c(C)o2)c1,-7.4,-19.6%,x,-22.8%,-4.8%,-16.6%,-16.2%,-22.4%,-1.0%
COc1ccccc1N1CCN(Cc2nc(N)nc(Nc3ccc(C)cc3)n2)CC1,1.7,-8.5%,-1.5%,-37.9%[56.9 µM],-1.8%,-6.9%,3.4%,48.7%[activator],-0.4%
CCCNC(=O)NC(=O)COc1ccc2oc3ccccc3c2c1,-1.2,-0.9%,4.7%,18.4%[11.4 µM],1.3%,-4.3%,u,0.0%,-9.2%
COc1ccc(C(=O)O)cc1Nc1cc(C)nc2ncnn12,1.3,3.7%,-3.9%,1.1%,1.5%,-7.3%,-2.3%,-4.1%,7.9%
CCOC(=O)c1sc(=S)n(C)c1N,-4.0,30.2%,14.2%,1.7%,-3.5%,-16.1%,-15.7%,-0.8%,-8.8%
O=C(Cn1cc(SCc2ccccc2F)c2ccccc21)N1CCCCC1,-4.1,9.3%,x,-0.6%,-6.6%,-23.5%,3.5%,-4.9%,-4.7%
COc1ccc(/C=N/n2c(SC)nnc(C(C)(C)C)c2=O)c(OC)c1,-6.0,33.2%,20.4%,36.4%,-6.2%,-2.5%,-16.9%,0.0%,-5.4%
Cc1cc(=O)oc(C)c1C(=O)N1CCN(C(c2ccccc2)c2ccccc2)CC1,5.1,17.1%,-3.0%,-9.9%,8.2%,-13.4%,u,23.9%,3.9%
CCc1nn(CC(=O)N2CCN(c3cccc(C(F)(F)F)c3)CC2)c(=O)c2cccn12,-8.3,0.3%,x,3.7%,2.8%,-20.9%,u,-16.2%,u
O=C(C1CC(=O)N(C2CCCCC2)C1)N1CCc2ccccc21 (centres undefined),-10.6,5.0%,13.4%,2.2%,0.5%,-19.6%,-8.8%,-19.4%,-29.3%
COC(=O)C(C)NC(=O)CNS(=O)(=O)c1ccc(F)cc1 (centres undefined),-5.4,-0.8%,-4.1%,15.6%,7.7%,-4.9%,-5.2%,7.9%,-15.3%
Clc1ccc(-c2c(C3=NCCCN3)nnn2-c2ccc(Cl)cc2)cc1,-6.4,42.3%[activator],-2.5%,-4.7%,-1.7%,-10.2%,-9.1%,-15.7%,-7.2%
COc1ccc(C(=O)CC(=O)C(=O)Nc2ccc([N+](=O)[O-])cc2C)cc1,11.8,4.8%,9.5%,8.6%,8.5%,2.2%,-15.1%,u,-17.8%
NC(=O)c1cc([N+](=O)[O-])ccc1NCCN1C(=O)c2ccc(C(=O)O)cc2C1=O,0.7,6.6%,u,0.2%,-2.0%,-4.2%,-7.3%,-16.2%,-7.1%
C/C(=C\C(=O)c1sccc1Cl)N(C)C,-2.4,1.0%,5.7%,0.1%,1.9%,-1.4%,-14.7%,u,12.8%
O=C(CCC(=O)c1cccs1)Nc1ncccc1O,2.8,x,3.8%,-9.2%,3.8%,u,x,-27.0%,-44.2%
COc1cccc(C(=O)N2CCC(n3nccc3NC(=O)C3CCOC3)CC2)c1 (centres undefined),-10.6,-4.9%,-11.7%,7.9%,2.1%,-11.6%,-3.5%,236.5%[activator],-17.8%
COc1nsnc1N1CCOCC1,-3.7,11.5%,7.6%,-2.1%,10.1%,-14.9%,-5.2%,-4.9%,-2.5%
Cc1nn2cc(-c3cccc(Cl)c3)cnc2c1Br,-5.6,12.6%,5.9%,4.2%,-7.7%,-11.7%,-6.8%,10.0%,-17.2%
Cc1cc(C(=O)NCc2ccco2)c2cc(F)ccc2n1,-0.3,-18.2%,2.2%,-26.7%,4.0%,-14.4%,-7.7%,-9.0%,-17.4%
CCOC(=O)c1c(-c2cccs2)csc1NC(=O)COC(=O)c1c(C)noc1C,-3.9,-0.6%,-4.6%,9.0%,-2.6%,-5.7%,-4.6%,-23.5%,-13.1%
COc1ccc([C@H]2CC(=O)C=C(c3ccc(F)nc3)C2)cc1OC,0.2,x,-7.3%,8.1%,-5.9%,-2.5%,x,u,3.1%
O=C(NCCOC(=O)Nc1cccc2ccccc12)OCc1ccccc1,-7.1,x,x,3.6%,15.4%,-20.8%,x,2.4%,-9.8%
Cc1c(C(=O)NCCC2=CCCCC2)sc2ncnc(N3CCCCC3C)c12 (centres undefined),-0.2,3.5%,-12.3%,7.9%,-12.3%,-14.3%,-15.6%,u,-12.4%
CCCn1c(SCC(=O)Nc2cccc(C(=O)OC)c2)nnc1-c1cccnc1,-2.1,-8.4%,1.7%,7.0%,7.3%,-1.9%,-12.4%,22.3%,-17.6%
N#Cc1c(NC(=O)c2ccccc2Cl)n(Cc2ccccc2)c2nc3ccccc3nc12,30.6,70.8µM*,1.9%,-53.2%,-3.5%,35.5µM*,1.0%,u,-17.3%
Cc1cccc(-c2noc(-c3ccccc3OCC(=O)Nc3ccc([N+](=O)[O-])cc3)n2)c1,-8.1,5.3%,x,-3.1%,3.2%,-7.1%,-10.0%,-0.5%,-18.6%
CC(C)CC(=O)NNC(=S)NCc1ccco1,-7.4,63.6%,22.7%,-5.1%,-2.6%,-1.0%,-5.7%,-0.6%,4.3%
CNc1nc(N/N=C/c2cc([N+](=O)[O-])ccc2F)nc(Nc2ccccc2)n1,-0.8,x,x,-5.6%,-4.5%,-9.5%,x,u,7.9%
O=S(=O)(Nc1ccc(-n2cnnn2)cc1)c1cccc(Cl)c1,-2.5,x,29.6%,-3.0%,-13.6%,-22.7%,x,-41.4%,-12.9%
O=C(Cc1ccc(-n2cccc2)cc1)N1CCN(c2ccccc2F)CC1,2.1,u,u,-11.6%,-4.5%,u,-9.4%,-3.7%,-21.1%
CN(C)CCN(C(=O)CCS(=O)(=O)c1ccccc1)c1nc2c(F)cccc2s1,-5.1,17.3%,33.9%,8.3%[56.9 µM],-4.8%,2.6%,-11.3%,u,-14.2%
CC1CCC2C(C1)c1sc(=O)[nH]c1SC2(C)C (centres undefined),3.2,0.4%,0.0%,-42.4%,3.3%,-26.7%,u,-26.1%,-25.0%
CCOc1cc(C(=O)N(C)CC(=O)Nc2cccc(F)c2)ccc1OCC(=O)N1CCOCC1,-4.0,x,13.9%,0.9%,-1.0%,-20.1%,x,1.4%,-16.7%
O=C(CSc1nnc(NC(=O)c2c(F)cccc2F)s1)NC1CCCCC1,-4.8,18.1%,44.2%,-11.4%,4.3%,-13.6%,0.3%,15.5%,7.4%
Fc1c(CSC(=S)N2CCOCC2)cccc1CSC(=S)N1CCOCC1,-4.9,-6.9%,-3.9%,17.0%,-19.0%,-9.3%,-6.7%,13.1%,0.9%
C#CCOCCOCCOCCNc1nc(N2CCN(C(=O)[C@H](CCC(=O)O)n3cc(C(N)CC(C)C)nn3)CC2)nc(N2CCN(C(=O)[C@H](CCC(=O)O)n3cc(C(N)CC(C)C)nn3)CC2)n1 (some centres undefined),-15.7,3.0%,-3.2%,22.9%,-4.3%,-9.6%,-7.4%,x,-12.0%
Cc1cc(S(=O)(=O)N2CCN(CC(=O)NCCc3cccs3)CC2)ccc1Br,1.4,x,-17.7%,-17.0%,-18.6%,-19.2%,x,0.0%,5.2%
CCN(CC)CCNC(=O)C(=O)Nc1ccc(C(=O)OC)cc1,-1.9,0.5%,-2.6%,21.5%,2.1%,-11.1%,-9.6%,49.3%[activator],5.9%

# Two neighbouring records out of the list so far:
SMILES,LDHA block,Pol beta inh,APE1 inh,RGS4 inhibitor,ERG-DNA inh,POLH inh,Anesthetic bind,12-LOX inh,POLK inh
Cc1cc(S(=O)(=O)N2CCN(CC(=O)NCCc3cccs3)CC2)ccc1Br,1.4,x,-17.7%,-17.0%,-18.6%,-19.2%,x,0.0%,5.2%
CCN(CC)CCNC(=O)C(=O)Nc1ccc(C(=O)OC)cc1,-1.9,0.5%,-2.6%,21.5%,2.1%,-11.1%,-9.6%,49.3%[activator],5.9%

# High-throughput results (PubChem BioAssay)

# An excerpt; count on the stated rates, not on these rows.
